Screening results: PubChem, several laboratories
Mtb RmlCD inh: M. tuberculosis RmlC/RmlD inhibition; inhibition, % at 3.6 µM; RmlC+RmlD coupled enzyme assay, percent inhibition; primary screen in compound mixtures; hit rate 0.03% among 160,000; AID 1533; in the data active means inhibition mostly above about 34%, no sharp cut-off; further: some results filed as inactive read as strong as hits
Target sequence (P9WH09 whole entry, looked up): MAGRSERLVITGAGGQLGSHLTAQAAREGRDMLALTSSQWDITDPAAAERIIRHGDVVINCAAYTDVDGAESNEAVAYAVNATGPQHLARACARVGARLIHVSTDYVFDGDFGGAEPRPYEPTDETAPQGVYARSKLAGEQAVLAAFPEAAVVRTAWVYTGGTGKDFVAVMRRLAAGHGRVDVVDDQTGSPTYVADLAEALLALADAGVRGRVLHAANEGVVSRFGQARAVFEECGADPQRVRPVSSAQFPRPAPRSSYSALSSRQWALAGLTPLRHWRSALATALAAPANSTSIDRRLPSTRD
Target sequence (P9WH11 whole entry, looked up): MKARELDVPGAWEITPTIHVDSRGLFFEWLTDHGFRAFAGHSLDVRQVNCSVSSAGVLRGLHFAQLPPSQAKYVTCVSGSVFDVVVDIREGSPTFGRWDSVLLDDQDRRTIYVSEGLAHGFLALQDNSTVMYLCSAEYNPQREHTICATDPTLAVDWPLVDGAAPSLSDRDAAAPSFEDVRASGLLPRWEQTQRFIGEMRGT
M. tuberculosis GlmU: inhibition of mycobacterial GlmU enzyme – biochemical, glucosamine-1-phosphate acetyltransferase (AID 1376); hit rate 0.25% among 220,000; inhibition, %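 (tested at 30 µM in the primary screen)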; hits with a dose series show IC50 in µM; M. tuberculosis GlmU acetyltransferase enzyme assay; higher % means a stronger effect; in the data active means inhibition above about 13%;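 further: 0% = complete reaction with vehicle and 100% = reaction without substrate; strong numbers were not always called active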
Starred values were filed as active, the others as inactive. Only part of the results is shown; rates above refer to the full screens.

`CC1CCCCC1NC(=O)Cn1nnc2ccccc2c1=O` (stereo unspecified) gave Mtb RmlCD inh 4 and M. tuberculosis GlmU -1.4%.
For Cc1ccc(/C=N/Nc2ccc(Cl)c(C(=O)O)c2)s1 the results were Mtb RmlCD inh -4 and M. tuberculosis GlmU -1.2%.
Screening Cc1cc(C(=O)C(=O)N(C)C)c(C)n1-c1ccc([N+](=O)[O-])cc1 returned Mtb RmlCD inh -6 and M. tuberculosis GlmU 3.8%.
For CCC1(CC)N=C(c2ccccc2)C(=S)N1 the results were Mtb RmlCD inh -5 and M. tuberculosis GlmU 7.9%.
Screening Cc1c(N(C)C(=O)c2ccco2)c(=O)n(-c2ccccc2)n1C returned M. tuberculosis GlmU 0.7%.
For N/C(=N\NC(=O)c1ccccc1)c1cc2ccccc2oc1=O the results were Mtb RmlCD inh -9 and M. tuberculosis GlmU 1.2%.
Screening CCO[C@H]1OC(C(=O)N2CCN(Cc3ccc4c(c3)OCO4)CC2)=C[C@@H](c2ccc(Br)cc2)[C@@H]1CCCO returned M. tuberculosis GlmU 2.3%.
`O=P(C(c1ccc2c(c1)OCO2)N1CCOCC1)(N1CCOCC1)N1CCOCC1` (stereo unspecified) gave Mtb RmlCD inh 1 and M. tuberculosis GlmU -7.8%.
`O=C(CSc1nnc(SCc2ccccc2)s1)N/N=C/c1ccc(Cl)cc1Cl` gave Mtb RmlCD inh 4 and M. tuberculosis GlmU -2.4%.
For CCN(CC)C(=O)CCc1nc2sc3c(c2c(=O)[nH]1)CCCC3 the results were Mtb RmlCD inh 10 and M. tuberculosis GlmU -5.1%.
For O=C(Nc1cccc(Cl)c1)N1CCN(C/C=C/c2ccccc2)CC1 the results were Mtb RmlCD inh 0 and M. tuberculosis GlmU 0.8%.
Screening C=CCn1c(SCC(=O)Nc2ccc(C(=O)O)cc2)nnc1-c1cccnc1 returned Mtb RmlCD inh -4 and M. tuberculosis GlmU 1.3%.
CCCCCCCC1(C)NC(=O)N(CC(=O)Nc2cc(C)on2)C1=O (stereo unspecified) was read as Mtb RmlCD inh -11 and M. tuberculosis GlmU 3.5%.
Screening C#CC(CC)(CC)NC(=O)Nc1ccccc1C(=O)OC returned Mtb RmlCD inh 1 and M. tuberculosis GlmU 1.6%.
Screening CCOC(=O)c1sc(/N=C/Nc2nc(C)c(C(=O)OCC)s2)nc1C returned Mtb RmlCD inh -1 and M. tuberculosis GlmU -1.6%.
For C#CCOCCOCCOCCNc1nc(N2CCN(C(=O)[C@H]([C@@H](C)CC)n3cc([C@@H](N)CO)nn3)CC2)nc(N2CCN(C(=O)[C@H]([C@@H](C)CC)n3cc([C@@H](N)Cc4ccc(O)cc4)nn3)CC2)n1 the results were M. tuberculosis GlmU -0.7%.
O=C1Nc2ccccc2OCc2c1cccc2[N+](=O)[O-] was read as M. tuberculosis GlmU -3.2%.
Screening CC(C)(C)NC(=O)NC(=O)CN1CCN(c2ccccc2O)CC1 returned Mtb RmlCD inh -10 and M. tuberculosis GlmU 8.9%.
Screening O=C(CN1CCN(Cc2ccccc2F)C1=O)NCc1cccnc1 returned Mtb RmlCD inh 8 and M. tuberculosis GlmU 6.2%.
Screening O=C1CCCN1CCCNc1ncnc2c1[nH]c1ccc(Cl)cc12 returned Mtb RmlCD inh 8 and M. tuberculosis GlmU 0.2%.
`CCOC(=O)CCc1c(C)nc2cc(-c3ccc(F)cc3)[nH]n2c1=O` gave Mtb RmlCD inh 6 and M. tuberculosis GlmU -3.0%.
Screening CC(=O)n1c(Cl)c(NC(=O)CCl)c2ccccc21 returned M. tuberculosis GlmU 2.1%.
O=C(O)c1[nH]c2ccccc2c1-c1ccccc1 was read as Mtb RmlCD inh 21 and M. tuberculosis GlmU 5.8%.
Screening O=C1C2C3C=CC(C3)C2C(=O)N1CNc1ccc(O)cc1 (stereo unspecified) returned Mtb RmlCD inh 18 and M. tuberculosis GlmU -1.8%.
`COc1ccc(C2C(C(=O)NCc3ccccn3)CCC(=O)N2c2cc(OC)c(OC)c(OC)c2)cc1` (stereo unspecified) gave M. tuberculosis GlmU -1.7%.
`Cc1ccc(OCC(=O)NC2CCS(=O)(=O)C2)cc1` (stereo unspecified) gave Mtb RmlCD inh 3 and M. tuberculosis GlmU 1.0%.
CCOP1(=O)OCC2OC(n3cnc4c(N)ncnc43)C(O)C2O1 (stereo unspecified) was read as Mtb RmlCD inh -17 and M. tuberculosis GlmU -10%.
For CC(C)Sc1ncc(S(=O)(=O)c2ccccc2)c(=O)[nH]1 the results were Mtb RmlCD inh 40 and M. tuberculosis GlmU -1.8%.
Screening CCc1cc(C(=O)c2ccc(OC)cc2)c(NC(=O)CN2CCN(C)CC2)s1 returned Mtb RmlCD inh 5 and M. tuberculosis GlmU -1.7%.
`COC(=O)CSc1nnc(CNS(=O)(=O)c2ccc(C)cc2)n1C` gave M. tuberculosis GlmU 9.9%.
COCCNc1nc(-c2cc(-c3ccc(Cl)cc3)on2)cc(C(C)C)n1 was read as Mtb RmlCD inh 0 and M. tuberculosis GlmU 0.7%.
Screening COc1ccc(-c2nnc(SCC(=O)N3CCCCC3)o2)cc1OC returned Mtb RmlCD inh 10 and M. tuberculosis GlmU 1.9%.
CC(=O)c1cccc(CN2CCC(CO)(Cc3ccccc3)CC2)c1 was read as Mtb RmlCD inh -10 and M. tuberculosis GlmU -0.4%.
Screening Cc1nn(-c2ccccc2)c(N2CCCCC2)c1/C=N/NC(=O)c1ccncc1 returned M. tuberculosis GlmU 1.9%.
`c1ccc(-n2cnc3cc(NCc4ccccn4)ccc32)cc1` gave M. tuberculosis GlmU -3.2%.
For CCC/C=N/NC(=O)C1COc2ccccc2O1 (stereo unspecified) the results were Mtb RmlCD inh -7 and M. tuberculosis GlmU -5.5%.
Screening O=C(NNC(=O)c1sccc1-n1cccc1)c1cccs1 returned Mtb RmlCD inh 9 and M. tuberculosis GlmU -4.5%.
`COc1ccc(-c2cn3cccnc3n2)cc1NC(=O)c1ccc(Br)o1` gave M. tuberculosis GlmU 4.4%.
CCn1c(N)c(C(=O)NCC2CCCO2)sc1=S (stereo unspecified) was read as M. tuberculosis GlmU 0.3%.
Screening Cc1ccc(-c2c[n+](CC(=O)Nc3cc(=O)n(C)c(=O)n3C)c3n2CCC3)cc1 returned Mtb RmlCD inh -9 and M. tuberculosis GlmU 4.5%.

Ordered by length of the SMILES (high to low): some entries from above
Screening Cc1nn(-c2ccccc2)c(N2CCCCC2)c1/C=N/NC(=O)c1ccncc1 returned M. tuberculosis GlmU 1.9%.
CCOP1(=O)OCC2OC(n3cnc4c(N)ncnc43)C(O)C2O1 (stereo unspecified) was read as Mtb RmlCD inh -17 and M. tuberculosis GlmU -10%.
Screening O=C(NNC(=O)c1sccc1-n1cccc1)c1cccs1 returned Mtb RmlCD inh 9 and M. tuberculosis GlmU -4.5%.
For CCC/C=N/NC(=O)C1COc2ccccc2O1 (stereo unspecified) the results were Mtb RmlCD inh -7 and M. tuberculosis GlmU -5.5%.

(next part)
COc1cccc(C2C(C(=O)c3cccs3)=C(O)C(=O)N2c2cc(C)on2)c1 (stereo unspecified) was read as Mtb RmlCD inh -14 and M. tuberculosis GlmU 1.8%.
Screening O=C1C=C(Nc2ccc(Cl)cc2)CC(c2ccc(Cl)cc2)C1 (stereo unspecified) returned M. tuberculosis GlmU 3.5%.
Cc1nnc(SCc2nc3ccccc3s2)n1-c1ccccc1 was read as M. tuberculosis GlmU -1.4%.
CCn1c(/N=C/c2ccccc2NS(=O)(=O)c2ccc(C)cc2)nc2ccccc21 was read as Mtb RmlCD inh 4 and M. tuberculosis GlmU 0.1%.
`O=S(=O)(c1ccc(OCC(O)CNCc2ccco2)c(Cl)c1)N1CCOCC1` (stereo unspecified) gave Mtb RmlCD inh -1.
Screening COC(=O)CSC(=S)N1CCCC(C)C1 (stereo unspecified) returned M. tuberculosis GlmU -2.1%.
Screening Cn1c(C(=O)NCCCN2CCc3ccccc3C2)cc2c(=O)n(C)c3ccccc3c21 returned Mtb RmlCD inh -10 and M. tuberculosis GlmU -2.5%.
`O=C1NC(=O)C(=Cc2coc3ccc(O)cc3c2=O)C(=O)N1` gave Mtb RmlCD inh 7 and M. tuberculosis GlmU 7.8%.
O=C(NCc1ccccn1)c1ccc(CNS(=O)(=O)c2cccc(Cl)c2)cc1 was read as Mtb RmlCD inh 0 and M. tuberculosis GlmU 3.0%.
`COc1cccc2sc(N(CCCN(C)C)C(=O)C(c3ccccc3)c3ccccc3)nc12` gave Mtb RmlCD inh -8 and M. tuberculosis GlmU -6.7%.
For COc1ccccc1CNc1ccc(CNc2ncn[nH]2)cc1 the results were Mtb RmlCD inh -8 and M. tuberculosis GlmU 3.0%.
For CC1CCCC(C)N1CC(O)COc1ccc(Cl)cc1 (stereo unspecified) the results were Mtb RmlCD inh -11 and M. tuberculosis GlmU -3.6%.
For NC(=O)NOCc1ncc(C(F)(F)F)cc1Cl the results were M. tuberculosis GlmU -0.2%.
For CC(=O)N1CCC(C(=O)Nc2nc(-c3ccccc3)ns2)CC1 the results were Mtb RmlCD inh -3 and M. tuberculosis GlmU 5.6%.
Screening COC(=O)N1[C@H](Cc2ccccc2)C=C[C@]1(C)C(=O)O returned M. tuberculosis GlmU -1.0%.
Screening CCN(CC)S(=O)(=O)c1ccc(C(=O)OCC(=O)NCCN2C(=O)CSC2=O)cc1 returned Mtb RmlCD inh -11 and M. tuberculosis GlmU 5.6%.
`COC(=O)c1ccc(CSc2nc3ccc(S(=O)(=O)N4CCOCC4)cc3[nH]2)cc1` gave Mtb RmlCD inh 13 and M. tuberculosis GlmU 2.9%.
CCOC(=O)C1CCN(C(=O)c2ccco2)CC1 was read as Mtb RmlCD inh 8 and M. tuberculosis GlmU 0.7%.
Screening Cn1c(Cn2c(=O)sc3ccccc32)nnc1SCC(=O)N1CCCC1 returned Mtb RmlCD inh -10 and M. tuberculosis GlmU -2.3%.
Screening CC1CCN(Cc2cc(=O)oc3cc4c(cc23)CCCC4)CC1 returned Mtb RmlCD inh -4 and M. tuberculosis GlmU -0.9%.

Quoted at random: 2 records from the list
Screening Cn1c(Cn2c(=O)sc3ccccc32)nnc1SCC(=O)N1CCCC1 returned Mtb RmlCD inh -10 and M. tuberculosis GlmU -2.3%.
CCn1c(/N=C/c2ccccc2NS(=O)(=O)c2ccc(C)cc2)nc2ccccc21 was read as Mtb RmlCD inh 4 and M. tuberculosis GlmU 0.1%.

Remaining list, next part
CC(C)C(=O)Nc1ccc2c(c1)C(=O)N(CCC(=O)O)C2=O was read as Mtb RmlCD inh 12 and M. tuberculosis GlmU 6.6%.
COC(=O)c1ccc(Oc2ccc(C(C)(C)C)cc2)c([N+](=O)[O-])c1 was read as Mtb RmlCD inh -9.
Screening NS(=O)(=O)c1ccc(NC(=S)NC(=O)c2cccc(Br)c2)cc1 returned Mtb RmlCD inh 4 and M. tuberculosis GlmU -12%.
`CC1Cc2nc(SCC(=O)N3CCCC3)n(C)c(=O)c2S1` (stereo unspecified) gave Mtb RmlCD inh -1 and M. tuberculosis GlmU -5.0%.
Screening CC(C)NC(=O)Cn1cc(C(=O)c2ccccc2F)c2ccccc21 returned M. tuberculosis GlmU 4.5%.
CCCCN(C)CCOc1ccccc1OCC was read as Mtb RmlCD inh -6 and M. tuberculosis GlmU 0.7%.
For CC1CCN(S(=O)(=O)c2cccc(C(N)=O)c2)CC1 the results were M. tuberculosis GlmU -0.4%.
C/C(=N/NC(=O)CN1CCN(Cc2ccccc2Cl)CC1)c1ccncc1 was read as Mtb RmlCD inh 16 and M. tuberculosis GlmU 1.0%.
For CC1(C)C(=O)Nc2ccccc2N1C(=O)COc1ncnc2c(Cl)cc(Cl)cc12 the results were Mtb RmlCD inh 5 and M. tuberculosis GlmU 0.1%.
For COc1ccc(Cl)cc1NC(=O)COC(=O)C(CC(C)C)N1C(=O)C2CC=CCC2C1=O (stereo unspecified) the results were Mtb RmlCD inh -8 and M. tuberculosis GlmU 5.8%.
For Cc1cc(C)cc(N(C(=O)CCC(=O)Nc2ccccn2)C(C(=O)NC(C)C)c2ccc(O)cc2)c1 (stereo unspecified) the results were Mtb RmlCD inh 11 and M. tuberculosis GlmU 1.5%.
N#CCc1nn(-c2ccc(Cl)cc2)c(N)c1C#N was read as Mtb RmlCD inh -1 and M. tuberculosis GlmU 2.3%.
For O=c1c(-c2ccccc2)c(O)c2c(n1-c1ccccc1)CCCC2 the results were Mtb RmlCD inh 1 and M. tuberculosis GlmU 2.5%.
Screening CCc1ccc(N2Cc3ccccc3C2)cc1 returned Mtb RmlCD inh 11 and M. tuberculosis GlmU 1.2%.
Screening CCC1Cc2c(nc(N)c3c(N)nc(N4CCCCC4)c(C#N)c23)O1 (stereo unspecified) returned Mtb RmlCD inh -10 and M. tuberculosis GlmU 10%.
For Cc1cc(C)c(S(=O)(=O)N2CCCOC2CNC(=O)C(=O)NCCC2=CCCCC2)c(C)c1 (stereo unspecified) the results were Mtb RmlCD inh -5 and M. tuberculosis GlmU 2.6%.
Screening COc1ccccc1N(CC(O)CN(c1ccccc1)S(C)(=O)=O)S(=O)(=O)c1ccccc1 (stereo unspecified) returned Mtb RmlCD inh 6 and M. tuberculosis GlmU -2.1%.
Cc1c(Cl)c([N+](=O)[O-])nn1CCCC(=O)Nc1c(Cl)cccc1Cl was read as M. tuberculosis GlmU 14%*.
Screening O=C(CCS(=O)(=O)c1cccs1)N1CCCC1 returned M. tuberculosis GlmU -1.3%.
For CCn1cc([N+](=O)[O-])c(C(=O)Nc2ccc(Br)cn2)n1 the results were Mtb RmlCD inh 70 and M. tuberculosis GlmU -1.3%.
COc1ccccc1OCCC(=O)OCC(=O)Nc1ccc(Br)cc1F was read as Mtb RmlCD inh -11 and M. tuberculosis GlmU 8.4%.
CC(C)NC(=O)/C(C#N)=C\c1ccc(N(C)C)o1 was read as Mtb RmlCD inh 7 and M. tuberculosis GlmU -5.0%.
`COc1ccc(-c2cc(C(F)F)n3ncc(C(=O)n4ccnc4C)c3n2)cc1` gave Mtb RmlCD inh 8 and M. tuberculosis GlmU 3.6%.
